High-throughput results from PubChem.
OXTR potentiator: potentiates the human oxytocin receptor response; P30559; CHO-OTR cells, Fluo-8 calcium fluorescence, potentiator mode; 0% = oxytocin EC15, 100% = EC100; activation, % at 3 µM; 0.061% of 320,000 active;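 active = activation above that plate's cutoff, the mean activation of tested compounds plus 3 SD, cut at about 6.6% in these data, passing the limit was not always enough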;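 note: 100% uses oxytocin at 75 nM as the full agonist control; some results filed as inactive read as strong as hits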
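Measured by – Fluo-8 calcium dye fluorescence · Test system – human OTR in CHO cells · Dosing – one concentration, 3.0 µM compound · Controls – EC15 oxytocin alone as 0%, 75 nM oxytocin as 100% · Evaluation – normalized max/min fluorescence ratio, % activation · Timing – 6 min pre-incubation, 100 s read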
CHO parental Ca: counter-screen: ATP calcium response change in parental CHO cells. parental CHO-K1, ATP-induced calcium, Fluo-8 fluorescence. inhibition, % at 5.6 µM. 0.63% of 330,000 active;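 active = inhibition above that plate's mean sample inhibition plus 3 SD, cut at about 26% in these data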;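 note: 0% = ATP-challenged DMSO wells and 100% = DMSO wells without ATP; some compounds past the cut are filed as inactive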
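Material – parental CHO cells · Reagent – ATP stimulus · Compound – single nominal dose of 5.6 µM per compound · Detection – Fluo-8 fluorescence · Read-out basis – percent inhibition of calcium signal · Controls – ATP-challenged DMSO wells low, unchallenged DMSO wells high · Repeats – no replicates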
TAAR1 antagonist: human TAAR1 antagonism. Q96RJ0. CHO RD-HGA16 TAAR1, Fluo-8 calcium fluorescence, antagonist. inhibition, % at 3 µM. 1.5% of 360,000 active;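 active = inhibition above a per-plate cutoff, the mean inhibition of test compounds on that plate plus 3 SD, cut at about 49% in these data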;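 note: 0% = DMSO plus EC80 beta-PEA response and 100% = DMSO alone without agonist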
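Material: CHO RD-HGA16 cells bearing hTAAR1; compound dosing: one-point dosing, 3 µM nominal final; schedule: dye loading 75 min at 37 °C, then 30 min room temperature; measured by: calcium fluorescence with Fluo-8; control set: vehicle and agonist controls; replication: n of 1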
M1 ag parental: counter-screen for M1 agonists: effect in parental CHO-K1 cells | Fluo-8 calcium fluorescence; scaled to maximal ATP response, vehicle zero | activation, % at 3 µM | 0.48% of 360,000 active | AID 602248; in the data active = activation above about 15%;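 note: untransfected CHO-K1 host cells lacking M1 receptor as counterscreen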
V1aR counter: V1a receptor agonism, counter-screen for OXTR agonists | P37288 | CHO-V1R cells, Fluo-8 calcium fluorescence, agonist mode; 0% DMSO, 100% 3 nM vasopressin | activation, % at 3 µM | 0.25% of 320,000 active;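 active = activation above the mean activation of all tested compounds plus 3 SD, per screening run, cut at about 20% in these data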;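 note: signal is peak over basal fluorescence ratio across a 100 second FLIPR read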
Target sequence (P37288 whole entry, looked up): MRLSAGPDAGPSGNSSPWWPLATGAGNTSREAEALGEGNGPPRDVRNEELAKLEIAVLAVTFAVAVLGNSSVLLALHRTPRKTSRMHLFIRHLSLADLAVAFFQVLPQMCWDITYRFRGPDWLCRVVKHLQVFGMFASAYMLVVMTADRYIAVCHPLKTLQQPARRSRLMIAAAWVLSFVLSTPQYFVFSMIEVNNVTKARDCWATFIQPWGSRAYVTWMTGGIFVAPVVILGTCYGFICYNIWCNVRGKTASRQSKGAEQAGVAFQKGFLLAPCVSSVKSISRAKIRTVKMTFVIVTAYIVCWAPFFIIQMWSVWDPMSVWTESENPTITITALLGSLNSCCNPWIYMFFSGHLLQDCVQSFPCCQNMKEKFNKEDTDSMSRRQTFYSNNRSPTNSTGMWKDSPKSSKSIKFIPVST
M1 PAM parental: nonselective activator or artifact in parental CHO-K1 calcium assay. ATP EC20, Fluo-8 calcium fluorescence; 0% at ATP EC20, 100% at ATP max. activation, % at 3 µM. 0.02% of 360,000 active. AID 602247;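 active = activation above the run cutoff, the mean activation of all test compounds plus 3 SD, cut at about 40% in these data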;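 note: peak over basal fluorescence ratio in a 140 s read after ATP addition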
CHO-K1 Ca antag: M1 antagonist counterscreen hit in parental CHO-K1 cells. AID 602250. ATP-induced calcium, Fluo-8 fluorescence. inhibition, % at 3 µM. 0.6% of 360,000 active;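 active = inhibition above a per-plate cutoff, the plate's mean sample inhibition plus 3 SD, cut at about 24% in these data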;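 note: 0% = DMSO plus EC80 ATP and 100% = DMSO alone without ATP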
TAAR1 agonist: agonists of human TAAR1; Q96RJ0; 0.99% of 360,000 active; CHO RD-HGA16 TAAR1, Fluo-8 calcium fluorescence; vehicle wells 0%, saturating PEA agonist 100%; activation, % at 3 µM;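 active = activation above the mean activation of all test compounds in the run plus 3 SD, cut at about 38% in these data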
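System: CHO-derived RD-HGA16 cells with stable Gα16 and human TAAR1 / Times: 17-24 h plating, Fluo-8 75 min 37 °C, 30 min RT / Technique: calcium-sensitive Fluo-8 signal, excitation 470-495, emission 515-575 nm / Measure: % activation relative to PEA EC100 response / Benchmarks: DMSO and PEA EC100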
CHRM1 agonist: human M1 muscarinic receptor agonism | P11229 | CHO-K1 hM1, Fluo-8 calcium fluorescence, agonist mode; 0% DMSO, 100% acetylcholine EC100 | activation, % at 3 µM | 0.33% of 360,000 active;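 active = activation above the run's mean compound activation plus 3 SD, cut at about 16% in these data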;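 note: peak over basal fluorescence ratio within a 140 s kinetic read after compound addition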
Target sequence (P11229 whole entry, looked up): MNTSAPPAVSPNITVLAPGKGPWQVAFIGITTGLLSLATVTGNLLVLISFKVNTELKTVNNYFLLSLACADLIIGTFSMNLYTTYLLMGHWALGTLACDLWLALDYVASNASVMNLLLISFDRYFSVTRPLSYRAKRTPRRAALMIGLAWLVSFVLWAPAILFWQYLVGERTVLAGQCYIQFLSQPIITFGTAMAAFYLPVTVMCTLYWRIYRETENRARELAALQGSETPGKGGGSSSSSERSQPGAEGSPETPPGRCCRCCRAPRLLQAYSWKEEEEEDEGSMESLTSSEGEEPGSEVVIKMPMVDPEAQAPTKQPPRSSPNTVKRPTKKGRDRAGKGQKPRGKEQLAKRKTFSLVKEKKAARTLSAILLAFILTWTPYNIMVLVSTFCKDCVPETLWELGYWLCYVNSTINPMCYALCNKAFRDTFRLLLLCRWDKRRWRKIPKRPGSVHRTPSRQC
Numbers without * were called inactive; / = not tested or not shown. Not a hit list. About 3.3% of those tested had a hit in this group.

Value order: OXTR potentiator, CHO parental Ca, TAAR1 antagonist, M1 ag parental, V1aR counter, M1 PAM parental, CHO-K1 Ca antag, TAAR1 agonist, CHRM1 agonist
> CCCC(CCC(=O)Nc1ccn(-c2ccccc2)n1)C(=O)O (configuration not stated)
    1, 12, -23, 1.5, 0.1, 22, -14, 0, -5
> Cc1nc2ccccc2n1CC(=O)OCC(=O)Nc1ccc2c(c1)OCCO2
    -13, 1, -6, 1.3, 3.5, 14, -3, 18, -1
> CCNc1c([N+](=O)[O-])c(=O)n(CC)c2ccccc12
    -7, -7, -22, 0.8, 0.3, 14, -6, 4, -3
> CON(C)S(=O)(=O)c1cccc(C(=O)Nc2ccc(S(=O)(=O)NC3=NCCCCC3)cc2)c1
    /, /, -7, 0.1, /, -3, 19, 7, -7
> Cc1ccc(N(CC(=O)NCC2CCCO2)C(=O)CCC(=O)Nc2ccccn2)cc1 (configuration not stated)
    -5, -1, -7, 0.5, 1.0, 19, -5, 4, -6
> CCSCCC(NC1=CC(=O)CC(C)(C)C1)C(=O)O (configuration not stated)
    -25, -10, -10, 0.3, 5.5, 5, 3, 4, -2
> Cc1ccccc1NC(=O)COC(=O)c1ccc(C)c(S(=O)(=O)N2CCCCC2)c1
    /, /, -3, 1.9, /, 7, 3, 0, -4
> COc1ccc(S(=O)(=O)Nc2ccc(S(=O)(=O)Nc3ccc(F)cc3)cc2)cc1C
    -13, 0, 9, 1.4, 6.8, 23, -12, 26, 2
> CC(C(=O)NCc1ccccc1Cl)n1cc([N+](=O)[O-])cn1 (configuration not stated)
    -1, -1, 0, -0.7, 1.7, -8, 6, 7, -6
> COc1cc(CN2CCN(C(=O)c3cccc4ccccc34)CC2)cc(OC)c1O
    -6, -9, -3, 0.6, -0.2, -8, 7, 0, -5
> O=C(Nc1ccc(COc2ccccc2)cc1)Oc1ccccc1N1CCOCC1
    -12, 5, -19, 1.1, -2.0, 17, -6, 4, -2
> CCc1ccc(-c2cn3nc(-c4ccccc4)cnc3n2)cc1
    -4, -12, -39, 2.7, 1.1, 11, -6, 8, -3
> c1ccc(Cn2nnnc2C(c2ccccc2)N2CCN(c3nc4ccccc4s3)CC2)cc1 (configuration not stated)
    -5, -16, 4, -0.2, 1.0, 6, -2, 1, -2
> O=C1CCN(Cc2ccccc2)CCN1[C@H](CSc1ccccc1)Cc1ccccc1
    -8, -23, 21, -0.5, -0.8, -20, 4, 4, -2
> O=C(c1cccs1)N1CCCC(c2nc3c(nnn3Cc3cccc(Cl)c3)c(=O)[nH]2)C1 (configuration not stated)
    -10, -29, -7, 2.1, 0.9, 10, -17, 0, -5
> CCOC(=O)N1CCN(C(=O)CCc2ccc(S(=O)(=O)NCCc3ccccc3)cc2)CC1
    -4, -15, 9, 3.3, 1.9, 25, -10, 12, -7
> Cc1c(C(c2ccc(N(C)C)cc2)c2c(C)n(C)n(-c3ccccc3)c2=O)c(=O)n(-c2ccccc2)n1C
    3, -5, -7, 0.1, -0.4, 23, -3, 2, -10
> O=C(CN1C(=O)c2ccccc2S1(=O)=O)NCc1ccccn1
    7, 1, 6, 0.1, 0.4, 1, -1, 6, -1
> CCOC(=O)c1c(-c2ccc(C)o2)csc1NC(=O)CN1CCCCC1
    -10, -27, -14, -0.3, 0.1, 9, -6, -2, -4
> CCN(CC(=O)Nc1ccc(NC(C)=O)cc1)C(=O)c1cccc(S(=O)(=O)N2CCCC2)c1
    -5, -3, -27, 1.4, 0.3, 8, -8, 2, -2

2 entries from above, field by field.
molecule: CCc1ccc(-c2cn3nc(-c4ccccc4)cnc3n2)cc1
  OXTR potentiator: -4	CHO parental Ca: -12	TAAR1 antagonist: -39	M1 ag parental: 2.7	V1aR counter: 1.1	M1 PAM parental: 11	CHO-K1 Ca antag: -6	TAAR1 agonist: 8	CHRM1 agonist: -3
molecule: O=C1CCN(Cc2ccccc2)CCN1[C@H](CSc1ccccc1)Cc1ccccc1
  OXTR potentiator: -8	CHO parental Ca: -23	TAAR1 antagonist: 21	M1 ag parental: -0.5	V1aR counter: -0.8	M1 PAM parental: -20	CHO-K1 Ca antag: 4	TAAR1 agonist: 4	CHRM1 agonist: -2

(cont.)
Value order: OXTR potentiator, CHO parental Ca, TAAR1 antagonist, M1 ag parental, V1aR counter, M1 PAM parental, CHO-K1 Ca antag, TAAR1 agonist, CHRM1 agonist
> O=C(N1CCOCC1)N1CCN(c2ccccc2F)CC1
    -7, -4, 0, 0.6, 0.7, 11, -1, 1, 4
> COc1ccc(-c2csc(Cc3nnc(N4CCOCC4)n3-c3ccccc3)n2)cc1
    -1, -22, -22, 0.4, -0.3, -9, 5, 3, -5
> Oc1ccc(C[C@H]2CN([C@@H](Cc3ccccc3)CN3CCCC3CN3C(=S)NC[C@@H]3Cc3ccccc3)C(=S)N2CC2CCCCC2)cc1 (some centres not stated)
    /, /, -10, 1.6, /, 25, -26, 3, /
> CCOC(=O)c1c(N)sc2c1CCS(=O)(=O)C2
    -10, 8, -15, 0.5, 0.6, 14, -2, 7, -4
> CN(CC(=O)Nc1ccccc1Br)C(=O)c1cccc(S(=O)(=O)N2CCc3ccccc32)c1
    /, /, 4, 4.0, /, 10, -8, 2, -3
> N=c1c(S(=O)(=O)c2ccc(Cl)cc2)cc2c(=O)n3ccccc3nc2n1C1CCCC1
    -11, -14, -20, 4.5, 0.5, -2, 6, 1, 2
> O=C(Nc1ccccc1C(=O)Nc1ccncc1)c1cccc([N+](=O)[O-])c1
    -11, -11, 6, 2.3, -0.7, -2, -16, 1, -1
> COc1ccc(C(=O)NC(=S)Nc2ccc3oc(=O)ccc3c2)cc1OC
    2, -5, 8, 0.0, 0.6, 15, -2, 0, -4
> CC(C)(C)NC(=O)/C=N/O
    -4, -15, -10, -0.2, -0.1, 18, -7, 1, -4
> CCOC(=O)C1CCN(C(=O)c2cc(COc3ccc(OC)c4ccccc34)on2)CC1
    -8, -15, 12, 0.0, 1.0, -16, 14, 1, -3
> Cc1cc(SCC(=O)OCC(=O)N(C)c2ccccc2)nc2ccccc12
    -11, -20, 0, 2.3, -0.5, 2, -5, 2, -3
> Cc1oc(-c2ccccc2F)nc1CS(=O)(=O)CC(=O)NC1CCCC(C)C1C (configuration not stated)
    -6, -17, -4, 1.4, -1.4, 20, -6, -2, -1
> CN(C)CCNC(C(=O)Nc1cccc(S(=O)(=O)N2CCOCC2)c1)c1ccccc1 (configuration not stated)
    -6, -21, -4, 0.8, 0.7, 3, -17, 6, -9
> Cc1nn(C)c(Oc2ccccc2)c1CCNC(=O)CC(C)C
    -12, -2, -27, 3.6, 4.5, 18, -9, 8, -4
> COc1ccccc1NS(=O)(=O)c1cc(NC(=S)NCC2CCCO2)ccc1C (configuration not stated)
    -3, -14, -2, 5.9, 0.5, 12, 8, 10, -2
> O=C1NCCCC1C(=O)N/N=C/c1cccc([N+](=O)[O-])c1 (configuration not stated)
    -7, 7, 9, 0.9, 2.4, 8, -3, 0, 4
> COc1ccccc1N1CCN(C(=O)CN2C(=O)c3cccc4cccc(c34)C2=O)CC1
    -21, -21, 19, 0.2, 2.9, 8, 3, 4, -7
> O=C(COc1ccc(Br)cc1)N1CCC(c2ccccc2)C1 (configuration not stated)
    -9, -6, 14, 1.5, -0.1, 20, -20, 14, -4
> O=c1cc(CSc2nnnn2-c2ccccc2)nc2nc[nH]n12
    -5, -6, -6, 0.0, -0.1, 3, 16, 14, -2
> Cc1nn(-c2nc3ccccc3s2)c(N)c1Sc1ccc(F)cc1
    -3, -22, 0, 0.1, -0.8, 10, -6, 4, -6

Record cards, as listed above. Order of screens: OXTR potentiator	CHO parental Ca	TAAR1 antagonist	M1 ag parental	V1aR counter	M1 PAM parental	CHO-K1 Ca antag	TAAR1 agonist	CHRM1 agonist
Cc1nn(-c2nc3ccccc3s2)c(N)c1Sc1ccc(F)cc1 in the list: -3	-22	0	0.1	-0.8	10	-6	4	-6
COc1ccccc1NS(=O)(=O)c1cc(NC(=S)NCC2CCCO2)ccc1C (configuration not stated) in the list: -3	-14	-2	5.9	0.5	12	8	10	-2

(more compounds)
Value order: OXTR potentiator, CHO parental Ca, TAAR1 antagonist, M1 ag parental, V1aR counter, M1 PAM parental, CHO-K1 Ca antag, TAAR1 agonist, CHRM1 agonist
> COc1ccc(C(CNC(=O)c2ccc(NS(=O)(=O)c3ccc(F)c(C)c3)cc2)N2CCOCC2)cc1 (configuration not stated)
    -6, -13, -9, 2.8, 0.6, 7, -8, 10, -5
> CCn1ccnc1CN(C)C(=O)c1cc(COc2ccc(-n3cncn3)cc2)on1
    2, -10, -9, 2.5, 1.3, -8, 1, 1, -10
> C=C(C)COc1ccc(-c2nc(N)ncc2-c2ccccc2OC)c(O)c1
    -5, -27, -36, -0.9, -0.2, -3, -9, 10, -4
> COc1ccc(-n2c(=O)c(NC(=O)c3ccccc3)c3n(c2=S)CCCCC3)cc1
    -10, -16, -21, -0.1, 0.3, 12, -14, 1, -6
> CC(C)[C@H](NC(=O)c1ccccc1)C(=O)NCCc1ccccc1
    -6, -10, 6, 0.3, 0.1, 2, -2, 7, -6
> CC(=O)NC(c1ccccc1)c1nc(-c2cnc3ccccc3c2)cs1 (configuration not stated)
    /, /, -17, 0.1, /, -9, 7, 3, -2
